# Growth percent in the NCI-60 one-dose screen (48 h, 10 µM unless noted): 100 = growth as untreated, 0 = no growth, -100 = all killed.
# COLO 205 = COLO 205 colon cancer | AID 1794742 | 79,000 tested, 7.3% active
# NCI/ADR-RES = NCI/ADR-RES ovarian cells; 81,000 tested, 4.4% active; AID 1794790
# NCI-H226 = NCI-H226 lung cancer; 79,000 tested, 3.5% active; AID 1794732
# HCT-116 = HCT-116 colon cancer; 82,000 tested, 7.3% active; AID 1794798
# NCI-H522 = NCI-H522 lung cancer. 78,000 tested, 8% active. AID 1794739
# HCT-15 = HCT-15 colon cancer; 82,000 tested, 5.2% active; AID 1794746
# NCI-H460 = NCI-H460 lung cancer; AID 1794736; 82,000 tested, 6.8% active
# NCI-H23 = NCI-H23 lung cancer. 80,000 tested, 4% active
# NCI-H322M = NCI-H322M lung cancer; AID 1794733; 80,000 tested, 2.7% active
# Numbers without * were called inactive; nt = no result given; [ ] = dose if it differs, or a comment. Rule for the calls: active = growth percent below 10; inactive = the rest. Compounds as they come. Share with any hit: about 12%.
SMILES,COLO 205,NCI/ADR-RES,NCI-H226,HCT-116,NCI-H522,HCT-15,NCI-H460,NCI-H23,NCI-H322M
CN1CCN(c2nc(-c3cnc4ccccc4n3)cc3ccccc23)CC1,-65*,82,100,21,87,7.3*,41,91,97
CN(C)S(=O)(=O)Oc1ccc(NC(=O)C23CC4CC(CC(C4)C2)C3)cc1,75,96,103,96,93,69,100,99,98
O=C(O)c1ccc(-n2cc(/C=N/NCc3ccccc3)c(-c3cc4ccccc4oc3=O)n2)cc1,94,109,97,90,86,nt,111,103,99
C#Cc1cc(C(=O)Nc2ccc(CN3CCN(C)CC3)c(C(F)(F)F)c2)ccc1C,56,82,84,48,96,26,72,88,88
CN(C)CC(CN(C)C)C(=O)C1CC1,nt,94,101,88,50,97,110,93,97
CCOC(=O)C1=C(C)N(CC(OC)OC)C2(O)C(Cl)=C(Cl)C(O)=C(C#N)C12C#N (stereo unspecified),112,108,100,89,94,103,106,107,101
CC(C)(C)c1cc(C(=O)Nc2ccccc2C(=O)NCCCN=C(N)N)cc(C(C)(C)C)c1,64,96,87,90,65,99,103,86,84
COC(=O)c1ccccc1C(=O)c1ccccc1,114,114,114,102,121,116,113,115,93
C=C(C)[C@@H]1CC[C@]2(C(N)=O)CC[C@]3(C)[C@H](CC[C@@H]4[C@@]5(C)C/C(=C/c6cccnc6)C(=O)C(C)(C)[C@@H]5CC[C@]43C)[C@@H]12,-24*[100 µM],15[100 µM],9.1*[100 µM],5.4*[100 µM],-17*[100 µM],15[100 µM],-43*[100 µM],19[100 µM],13[100 µM]
Cc1ccc(S(=O)(=O)NCCC2CC2[C@H](O)[C@@H](O)c2ccccc2)cc1 (stereo partly specified),114,107,109,97,104,115,107,108,100
N#C/C(=C1/NC(=O)c2ccccc21)c1nc2ccccc2n1CCO,116,98,92,100,97,94,106,97,102
Cc1nn(-c2ccccc2)c(-n2ccnc2)c1/C=N/Nc1nc(-c2ccc(-c3ccccc3)cc2)cs1,68,70,62,74,70,77,74,68,95

# An excerpt from above in order of number of heavy atoms, lowest first.
SMILES,COLO 205,NCI/ADR-RES,NCI-H226,HCT-116,NCI-H522,HCT-15,NCI-H460,NCI-H23,NCI-H322M
Cc1ccc(S(=O)(=O)NCCC2CC2[C@H](O)[C@@H](O)c2ccccc2)cc1 (stereo partly specified),114,107,109,97,104,115,107,108,100
C#Cc1cc(C(=O)Nc2ccc(CN3CCN(C)CC3)c(C(F)(F)F)c2)ccc1C,56,82,84,48,96,26,72,88,88
O=C(O)c1ccc(-n2cc(/C=N/NCc3ccccc3)c(-c3cc4ccccc4oc3=O)n2)cc1,94,109,97,90,86,nt,111,103,99

# Look-ups from the list:
# COC(=O)c1ccccc1C(=O)c1ccccc1 in COLO 205 → 114
# CN(C)S(=O)(=O)Oc1ccc(NC(=O)C23CC4CC(CC(C4)C2)C3)cc1 in NCI/ADR-RES → 96
# CN(C)CC(CN(C)C)C(=O)C1CC1 in NCI-H460 → 110
# CCOC(=O)C1=C(C)N(CC(OC)OC)C2(O)C(Cl)=C(Cl)C(O)=C(C#N)C12C#N (stereo unspecified) in NCI-H460 → 106
# CN1CCN(c2nc(-c3cnc4ccccc4n3)cc3ccccc23)CC1 in HCT-116 → 21

# Next section.
SMILES,COLO 205,NCI/ADR-RES,NCI-H226,HCT-116,NCI-H522,HCT-15,NCI-H460,NCI-H23,NCI-H322M
O=C(CSc1nc2ccccc2c(=O)n1C1CCCCC1)Nc1ccc(S(=O)(=O)Nc2ccc(Cl)nn2)cc1,93,97,96,100,93,97,101,93,93
CCOc1ccc(-c2nc3ccccc3s2)cc1OCC,77,83,87,32,80,38,44,81,94
O=C(Nc1ccc(-c2ccc3c(c2)NC(=O)/C3=C\c2ccc[nH]2)cc1)Nc1ccc(Cl)c(C(F)(F)F)c1,15,52,66,2.6*,-15*,27,4.1*,15,51
Cc1cc(C)n(C2=NCCN2)n1,107,106,99,105,98,100,112,97,104
O=C(NCc1ccc(Cl)cc1Cl)C1CSC2c3ccccc3C(=O)N12 (stereo unspecified),nt,92,96,83,73,103,nt,100,92
CC(C)C(=O)NNc1ccccc1,99,101,94,98,94,98,102,97,95
COc1cc2c(c(OC)c1OC)C(=O)CC(c1cccc(NC(=O)CN)c1)O2 (stereo unspecified),112,104,89,99,90,99,105,97,109
CCCCCC(C(C)=O)C(C)=O,109,109,112,111,94,99,107,112,112
CC(C)c1cccc(C(C)C)c1NC(=O)N1CCCCC1,119,104,105,103,104,98,115,100,108
Cc1cc(C)nc(SC2=C(Nc3cccc(Cl)c3C)C(=O)N(Cc3ccccc3)C2=O)n1,70[30 µM],52[30 µM],69[30 µM],44[30 µM],51[30 µM],52[30 µM],44[30 µM],59[30 µM],64[30 µM]
O=C(Nc1cccc(-n2cc(-c3ccncc3)c(-c3cc(O)cc(Cl)c3)n2)c1)c1ccc(N2CCOCC2)c(C(F)(F)F)c1,80,35,95,13,19,6.3*,-26*,15,43
COc1ccc(-c2ccc(=O)n(-c3ccc(S(N)(=O)=O)cc3)n2)cc1,130,89,112,94,69,96,101,95,101
COc1ccc(/C=C/c2nc3ccccc3c(=O)n2CC(=O)Nc2ccccc2)cc1,71,37,-26*,21,89,80,37,43,47
Cc1c(C(=O)O)nnn1-c1nccs1,107,103,96,90,78,98,99,95,100
COC(C(O)C=O)C(O)C(O)CO (stereo unspecified),101,96,110,102,99,94,123,97,103
COc1ccc(-c2c(C)c(C)cc3cc4c(cc23)OCO4)cc1,147,103,95,92,87,106,104,101,nt
CCOc1ccc(NC(=O)CSc2oc(-c3ccccc3)nc2S(=O)(=O)c2ccc(C)cc2)cc1,82,59,-19*,24,84,64,36,67,61
O=C1/C(=C/c2ccc(O)cc2)CSc2ccc(Cl)cc21,108,82,82,31,-26*,54,96,91,92
CCCCC(CC)CCC(CC(C)C)OS(=O)(=O)O (stereo unspecified),99,104,92,111,94,104,111,96,110
CCOc1ccc2nc3ccc(Cl)cc3nc2c1,114,96,81,88,77,97,96,65,97
COc1ccc2c(c1OC)CO[C@@H]2[C@H]1c2c(cc3c(c2OC)OCO3)CCN1S(=O)(=O)c1cn(C)cn1,0.5*,3.6*,74,14,19,14,6.1*,33,48
O=C1CCN(c2cccc3ccccc23)C(=S)N1,106,99,92,95,92,106,102,99,100
NC(N)=N/N=C/c1cccc(Cl)c1Cl,-33*,76,85,68,81,83,64,87,97
CCOC(=O)CNC=O,107,112,97,105,91,108,108,104,96
N#Cc1c(C(F)(F)F)cc(=O)[nH]c1O,111,106,103,101,101,104,107,102,102
Cc1cc(C)c2cc3c(nc2c1)Nn1c(nnc1-c1ccc[nH]c1=S)SC3,110,100,95,88,82,106,101,100,100
Cn1c(=O)c2c(ncn2Cc2ccc(O)c([N+](=O)[O-])c2)n(C)c1=O,117,102,101,99,107,104,109,98,103
CCCCn1c(=O)c2c(nc3n2CCCN3CCc2ccc(O)c(O)c2)n(CCCC)c1=O,81,83,91,81,15,62,100,96,97
O=C1C2=C(Nc3ccccc3SC2c2ccccc2)c2ccccc21 (stereo unspecified),53,77,nt,54,77,nt,82,80,90
CN1CCN(c2ccc(/C=N/NC(=O)CSc3nc4ccccc4c(=O)n3-c3ccccc3)cc2)CC1,111,105,96,86,99,96,107,93,97
c1ccc(CN2CCc3c(sc4ncnc(Nc5ccccc5)c34)C2)cc1,111,101,71,104,81,83,98,95,104
Clc1cc(Cl)ncn1,116,105,97,98,89,104,105,103,nt
COc1ccc2c(c1)CCNC21C(=O)Nc2c(Br)cc(Br)cc21 (stereo unspecified),112,104,101,103,92,104,101,98,90
CS(=O)(=O)NCCNc1cc(-c2ccc(C(F)(F)F)cc2)c(C#N)c2nc3ccccc3n12,87,86,77,84,69,81,68,90,68
COc1cc2c(c(OC)c1OC)C(=O)CC(c1cccc(NC(=O)c3cc(NC(=O)[C@@H](N)CO)ccc3C)c1)O2 (stereo partly specified),131,104,103,116,93,110,123,112,108
CCOC(=O)c1ccc2c(c1)nc(/C=C/c1ccc(Cl)cc1)c(=O)n2-c1cc(C(C)(C)C)[nH]n1,80,87,81,68,61,49,63,80,91

# Limited to NCI-H23, NCI-H226 and NCI-H322M (3 entries from above):
structure | NCI-H23 | NCI-H226 | NCI-H322M
c1ccc(CN2CCc3c(sc4ncnc(Nc5ccccc5)c34)C2)cc1 | 95 | 71 | 104
Clc1cc(Cl)ncn1 | 103 | 97 | nt
COc1ccc2c(c1)CCNC21C(=O)Nc2c(Br)cc(Br)cc21 (stereo unspecified) | 98 | 101 | 90

# (continued)
SMILES,COLO 205,NCI/ADR-RES,NCI-H226,HCT-116,NCI-H522,HCT-15,NCI-H460,NCI-H23,NCI-H322M
COc1cc2nc(Cl)nc(Nc3cccc(C4=Nc5c(N)nc(N)nc5NC(c5cc(OC)c(OC)c(OC)c5)C4)c3)c2cc1OC (stereo unspecified),95,101,95,100,85,101,104,102,96
COc1nc2ccc(C)cc2cc1Cc1cc(-c2ccccc2)n[nH]c1=O,113,89,85,89,75,91,101,89,89
N#C/C(C(=O)c1ccccc1)=C1/C(=O)Nc2ccc(F)cc21,119,98,95,103,97,106,106,98,108
CCOc1cc(C2C(Cl)C(=O)N2n2cnnc2)ccc1O (stereo unspecified),nt,100,106,93,86,103,104,97,97
N#Cc1ccc(N)cc1OCCCN1CCOCC1,107,97,96,90,104,111,103,83,106
Cc1ccccc1C1OC2=C(Nc3ccc([N+](=O)[O-])cc3N2)C1=O (stereo unspecified),117,82,102,83,78,88,99,88,90
CSc1nc(-c2ccco2)c2c(N)nn(S(=O)(=O)c3ccc(Cl)cc3)c2n1,104,93,83,92,78,97,104,97,94
CC(C)(C)c1ccc(C2=NN(c3ccc(S(N)(=O)=O)cc3)C(=O)CC2)cc1,92,69,79,36,53,70,66,55,90
OCCCc1ccccc1Cl,107,111,99,105,95,106,105,112,112
NNC(=O)c1ccc(Nc2ncnc3c2cnn3-c2cccc(Br)c2)cc1,98,100,97,90,80,87,99,93,89
Cc1ccc(C(=O)/C=C\c2cccc(C)c2)cc1,116,103,110,31,nt,nt,106,88,98
COc1cccc2c1O/C(=C\c1c([N+](=O)[O-])ncn1C)C2=O,109,98,97,83,84,91,109,100,85
COc1ccc2[nH]cc(-c3nn4c(=O)cc(-c5ccccc5)nc4s3)c2c1,108,102,94,108,85,98,103,101,95
CC[N+](CC)(CCCOc1ccc(OCCC[N+](CC)(CC)Cc2ccc([N+](=O)[O-])cc2)cc1)Cc1ccc([N+](=O)[O-])cc1,98,108,93,99,96,103,101,91,98
COc1cccc(/C=C2\S/C(=N/c3nccs3)NC2=O)c1,70,40,75,34,69,52,15,nt,58
CCOC(=O)c1nc(Nc2ccc(NC(=O)Nc3ccccc3)cc2)c2ccccc2n1,119,105,97,96,91,99,104,95,101
CCOC(=O)[C@@H]1CCCN(S(=O)(=O)c2ccc(S(=O)(=O)N(CC)CC)cn2)C1,103,69,60,56,70,85,104,56,107
O=[N+]([O-])c1ccc2c(c1)C(=Nc1ccc(N=C3c4ccccc4-c4ccc([N+](=O)[O-])cc43)cc1)c1ccccc1-2,108,99,96,104,103,100,104,101,100
Cc1ccc(S(=O)(=O)NCCC(CC(C)c2cc3ccccc3s2)c2ccccc2)cc1 (stereo unspecified),124,95,94,81,86,78,91,nt,103
O=C(Nc1ccc2ncnc(Nc3ccc(Oc4cccc(F)c4)c(Cl)c3)c2c1)c1ccc(CN2CCOCC2)cc1,40,4.2*,52,14,6.9*,11,39,20,61
Cc1ccc(C)n1-c1ccccc1-n1c(C)ccc1C,114,116,98,104,97,115,105,107,100

# High-throughput results (PubChem BioAssay)
